Source: PubChem BioAssay
Rv3671c protease: Rv3671c (M. tuberculosis) protease inhibition; P9WHR9; inhibition, % at 5.96 µM; hit rate 0.048% among 320,000; AID 2606; in the data active = inhibition above about 38%;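 note: extracellular domain of Rv3671c used as enzyme; 0% = enzyme with DMSO and 100% = no enzyme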
Target sequence (P9WHR9 whole entry, looked up, the tested form may be a part): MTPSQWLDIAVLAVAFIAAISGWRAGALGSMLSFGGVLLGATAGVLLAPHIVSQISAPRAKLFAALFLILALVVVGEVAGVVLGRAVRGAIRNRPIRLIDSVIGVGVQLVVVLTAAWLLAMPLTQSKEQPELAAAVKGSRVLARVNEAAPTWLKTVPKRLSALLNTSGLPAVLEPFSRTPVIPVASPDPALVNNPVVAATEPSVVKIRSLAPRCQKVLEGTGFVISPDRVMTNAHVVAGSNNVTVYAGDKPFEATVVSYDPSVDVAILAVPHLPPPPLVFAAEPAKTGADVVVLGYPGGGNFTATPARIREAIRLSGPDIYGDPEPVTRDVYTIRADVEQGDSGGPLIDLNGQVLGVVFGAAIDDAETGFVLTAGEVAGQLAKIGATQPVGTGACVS
SSB-PriA inh: blocks PriA binding to SSB C-terminal tail; inhibition, % at 33 µM; hit rate 0.6% among 430,000; AlphaScreen SSBct-PriA binding, biotinylated peptide; AID 1272365; in the data active = inhibition mostly above about 37%, no sharp cut-off; inactive = mostly below about 20%;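 note: plate controls were negative control peptide for no effect and reference peptide for full effect; strong numbers were not always called active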
Vc quorum ag: quorum light induction in luxS cqsA deficient V. cholerae | V. cholerae BH1578 lux reporter, luminescence, 6 h | activation, % at 18.7 µM | hit rate 0.16% among 350,000; in the data active = activation mostly above about 9.7%, no sharp cut-off; inconclusive = no clear call, values can overlap the other calls; inactive = mostly below about 3.7%; note: not every result past the cut was called active; inactives centre near 0; reference of the scale not given here
TcdB inh: blocks C. difficile toxin B glycohydrolase activity | TcdB glycohydrolase enzymatic assay, plate reader | inhibition, % at 9.99 µM | hit rate 0.24% among 350,000 | AID 652162 | P18177; in the data active = inhibition above about 10%
Anthrax LF prot: anthrax lethal factor protease inhibition | P15917 | multiplex microsphere protease cleavage assay, LF | inhibition, % at 10 µM | hit rate 0.12% among 360,000; in the data active = inhibition above about 30%; inconclusive = no clear call, values can overlap the other calls; note: plate controls were buffer without enzyme for full effect and enzyme alone for no effect
SARS 3CLpro inh: SARS-CoV 3CLpro protease inhibition; P0C6X7; recombinant SARS-CoV 3CLpro, quenched FRET peptide cleavage; inhibition, % at 6 µM; hit rate 0.14% among 290,000; in the data active = inhibition above about 12%
MazEF act: MazEF (E. coli) toxin RNase activation | activation, % at 20 µM | FAM/BHQ RNA-DNA oligo cleavage fluorescence, 5 h | P0AE70 | hit rate 0.32% among 350,000; in the data active = activation above about 50%
Target sequence (P0AE70 whole entry, looked up): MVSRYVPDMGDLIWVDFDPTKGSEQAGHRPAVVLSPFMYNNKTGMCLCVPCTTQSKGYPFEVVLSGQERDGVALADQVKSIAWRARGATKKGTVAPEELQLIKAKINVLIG
PfHsp40 yeast: compounds rescuing yeast from Plasmodium falciparum HSP40 toxicity; hit rate 0.68% among 340,000; growth rescue, % at 12.5 µM; S. cerevisiae expressing PfHsp40, growth rescue, ATP luminescence; AID 504582; in the data active = growth rescue above about 28%, passing the limit was not always enough; inconclusive = no clear call, values can overlap the other calls;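 note: yeast W303a lacking pdr1 and pdr3 grown in galactose medium; growth measured after three days at 30 °C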
VHR inh abs: blocks human VHR1 dual specificity phosphatase. P51452. recombinant VHR phosphatase, pNPP absorbance. inhibition, % at 13.3 µM. hit rate 0.52% among 290,000; in the data active = inhibition above about 50%; note: some compounds called inactive have numbers as strong as hits
Target sequence (P51452 whole entry, looked up): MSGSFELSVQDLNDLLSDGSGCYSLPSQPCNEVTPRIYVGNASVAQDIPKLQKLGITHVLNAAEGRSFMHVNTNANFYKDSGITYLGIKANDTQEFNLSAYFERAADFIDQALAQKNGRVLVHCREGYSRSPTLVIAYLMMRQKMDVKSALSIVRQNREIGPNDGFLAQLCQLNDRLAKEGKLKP
Yp Topo-I inh: Y. pestis Topo-I inhibition via cleavage products | Y. pestis Topo-I cleavage product accumulation, plate reader | activity, % at 10 µM | hit rate 0.064% among 360,000; in the data active = activity above about 50%, passing the limit was not always enough; inconclusive = no clear call, values can overlap the other calls; note: inactives centre near 2
Active calls of the source: *; i = inactive; u = inconclusive; x = no result given; & = joins results of further samples.

Molecule,PfHsp40 yeast,Yp Topo-I inh,MazEF act,Vc quorum ag,Anthrax LF prot,SSB-PriA inh,SARS 3CLpro inh,Rv3671c protease,TcdB inh,VHR inh abs
Cc1[nH]c(=O)[nH]c(=O)c1S(=O)(=O)N1CCN(c2ccccc2F)CC1,-0.5,0,10,4.5,-9,6,2,7,x,13
CCNS(=O)(=O)c1ccc(NC(=O)c2ccc(Cn3cc(Br)cn3)o2)cc1,-0.8,2,2,-0.3,3,-17,3,-6,x,-14
c1cc(OCCCN2CCCCC2)ccc1CN1CCCCC1,-1.0,3,3,0.8,6,9,-2,6,0.9,22
COC(=O)c1ccccc1NC(=O)c1ccc2c(c1)C(=O)N(Cc1ccco1)C2=O,-0.7,-5,10,x,-5,-11,1,1,x,x
Nc1ccc(N)c(C(=O)O)c1,0.3,-18,-81,i,-20,7,x,-5,x,x
O=S(=O)(c1ccccc1)N1CCN(c2cc(-c3ccccc3)nc3ncnn23)CC1,-0.3,-2,4,-3.8,-3,-5,2,2,x,12
CCSC1=C(C#N)C2(CCCC2)C(C#N)=C(N)N1,-0.8,-1,2,-2.8,-1,-14,2,-4,x,-4
CCc1noc(C)c1C(=O)OCC(=O)c1ccc(NC(C)=O)cc1F,0.8,-12,-16,0.0,-11,7,x,-6,0.9,x
CC1CCN(C(=O)CSc2nnc(CN3CCOCC3)n2-c2ccccc2)CC1,0.2,6,-4,-0.2,0,-4,-1,-4,x,-13
COc1ccc(C(=O)OCC(=O)NC23CC4CC(CC(C4)C2)C3)c(O)c1,x,26,6,0.3,-4,x,x,x,1.0,x
CCN(C[C@H]1N[C@@](CC)(C(=O)OC)[C@H]2C(=O)N(Cc3ccccc3)C(=O)[C@@H]12)S(=O)(=O)c1ccccc1,0.4,32,1,-6.9,-8,7,x,5,0.3,x
Cc1ccc2cc(CCNC(=O)C(C)(C)C)c(=O)[nH]c2c1,0.5,-2,-34,-0.3,-6,-21,-5,-8,2.9,23
O=C(NC1CCCCC1)N1CCC(c2nc(-c3ccc(S(=O)(=O)N4CCCC4)cc3)no2)CC1,-0.9,3,-11,-0.9,5,3,0,3,1.0,6
CCO[C@@H]1OC(C(=O)N2CCN(C)CC2)=C[C@H](c2ccc(C(F)(F)F)cc2)[C@H]1CCCO,1.2,-11,4,9.1,-6,9,0,0,0.5&1.8,-15
O=C(CCCC(=O)N(CC(=O)NC1CCCC1)c1cccc(F)c1)Nc1ccccn1,0.1,1,1,-0.3,-2,-5,0,3,1.1,60
Cc1cc(NC(=O)Cn2c(=O)n(CCCCC(=O)NC3CCN(Cc4ccccc4)CC3)c(=O)c3ccccc32)n[nH]1,x,x,x,x,x,x,-1,1,0.7,16
COc1ccc(NC(=S)Nc2cccc(Cl)c2Cl)cc1OC,1.0,-2,-14,-1.6,-6,-6,5,2,0.1,24
COc1ccc(N2CCN(C(=O)c3c(C)nn(-c4ccccc4)c3C)CC2)cc1,1.7,8,8,-0.3,-2,0,3,-2,x,-4
O=S(=O)(c1ccc(F)cc1)N1CCN(C(=S)NC2CCCC2)CC1,-0.3,-3,-6,-0.3,-2,-2,8,-3,x,-14
COc1ccc(NC(=O)CSCc2cc(=O)n3nc(C4CC4)sc3n2)cc1,-1.0,-3,10,i,-1,-6,3,-2,1.4,15
CN(CCc1ccccc1)C(=O)c1ccc(NC(=O)Cc2cccc(NC(=O)C3CCN(S(=O)(=O)c4cccc([N+](=O)[O-])c4)CC3)c2)cc1,1.4,19,-14,-1.1,-10,-6,x,x,-0.8,x
O=C(CN(Cc1ccco1)C(=O)CNS(=O)(=O)c1ccccc1)NCc1ccc(F)cc1,-1.0,2,6,i,-3,-10,-1,6,x,27
COc1cc(NS(=O)(=O)c2ccc3ccccc3c2)c2ncccc2c1,1.6,3,1,-0.1,1,-6,-2,-21,1.7,4
COC(=O)c1scc2c(Oc3ccccc3)cc(C(F)(F)F)nc12,x,x,3,x,x,-8,0,-4,x,-15

Complete entries from above. Screens in order: PfHsp40 yeast	Yp Topo-I inh	MazEF act	Vc quorum ag	Anthrax LF prot	SSB-PriA inh	SARS 3CLpro inh	Rv3671c protease	TcdB inh	VHR inh abs
Results for O=S(=O)(c1ccc(F)cc1)N1CCN(C(=S)NC2CCCC2)CC1 → -0.3	-3	-6	-0.3	-2	-2	8	-3	x	-14
Results for COc1cc(NS(=O)(=O)c2ccc3ccccc3c2)c2ncccc2c1 → 1.6	3	1	-0.1	1	-6	-2	-21	1.7	4
Results for COc1ccc(NC(=S)Nc2cccc(Cl)c2Cl)cc1OC → 1.0	-2	-14	-1.6	-6	-6	5	2	0.1	24

(listing goes on)
Molecule,PfHsp40 yeast,Yp Topo-I inh,MazEF act,Vc quorum ag,Anthrax LF prot,SSB-PriA inh,SARS 3CLpro inh,Rv3671c protease,TcdB inh,VHR inh abs
CCCCOc1ccc(C(=O)NCCc2cccs2)cc1,4.0,1,x,i,-6,x,10,6,x,1
CS(=O)(=O)n1nc(OC(=O)c2cccs2)cc1N,-1.6,7,0,i,-15,-11,6,6,-2.5,3
CCOc1ccc(N(C(=O)C2CCCO2)C2C=CS(=O)(=O)C2)cc1 (stereo not drawn),0.7,6,-7,-0.2,-4,0&-2,4,-4,1.0,19
COc1ccc(CSCC(=O)N/N=C/c2ccc(OCC(=O)N3CCCCC3)cc2)cc1,0.4,-1,-3,i,-2,x,-5,1,-0.7,9
COc1ccc(NC(=O)Nc2ccc3oc(C)nc3c2)cc1,-0.7,-1,-3,0.1,0,-14,1,-5,0.8,-1
OCCn1c(-c2ccccc2)csc1=Nc1ccccc1,-0.6,18,-14,-0.4,-1,46,1,-10,x,12
COc1ccc(CNC(=O)CC2C(=O)NCCN2C2Cc3ccccc3C2)cc1 (stereo not drawn),0.5,0,-2,i,-3,-2,-1,9,-0.1,32
Cc1ccc(C(=O)Nc2ccc3nc(C)sc3c2)s1,-1.1,-2,1,11,0,-10,-5,-10,x,9
O=C(Nc1c2c(nn1-c1ccccc1)CS(=O)(=O)C2)c1ccco1,-2.5,-1,1,i,-2,-3,-2,-5,0.1,-2
CC(C)(C)C(=O)Nc1ccccc1C(=O)NCCC(=O)Nc1ccccc1,0.0,-5,7,0.5,10,-6,x,-10,2.1,x
Cc1ccc2c(nc3s/c(=C/c4cccs4)c(=O)n32)c1C,-0.9,-3,50,i,0,x,x,x,x,5
CCOc1ccc(NC(=O)c2cnsn2)cc1,0.1,7,2,-0.5,1,-24,-2,-4,x,3
Cn1cccc1C(=O)Nc1nccs1,-0.2,10,1,-1.0,0,-8,3,-12,x,18
COc1cccc(/C=C2\SC(=N)N(c3ccc(F)cc3)C2=O)c1,-0.4,-8,5,i,-5,-1,2,8,x,0
O=C(NCCOc1ccc(Cl)cc1)C1CC(=O)N(c2ccc(F)cc2)C1 (stereo not drawn),0.7,8,-20,i,-2,-4,1,3,-1.1,3
CCOC(=O)c1cn(CC)c2ccc(Br)cc2c1=O,0.3,1,2,-0.5,6,-5,-6,0,x,15
CC(/C=N/N1C(=O)CSC1=S)=C\c1ccccc1,-0.4,-12,-10,-0.1,-12,x,5,1,0.7,2
Cc1ccc(CC(=O)Nc2nc3ccccc3[nH]2)cc1C,0.0,-5,-6,-2.1,-1,0,2,-6,x,3
Cn1c(CN2CCCC2)nc2cc(NC(=O)c3cccs3)ccc21,0.2,-2,7,-0.2,-2,1,-10,-7,0.0,18
CN(c1ccc(OCC(=O)NC2=NCCS2)cc1)S(=O)(=O)c1ccc(F)cc1,0.5,-9,3,-0.5,2,4,-3,7,3.0,9
Cc1cc(=O)oc2cc(OCC(=O)OCC(=O)NCc3ccc4c(c3)OCO4)ccc12,-1.0,2,2,i,1,-4,6,-1,x,8
c1ccc(CN2CCN(c3ncnc4nc[nH]c34)CC2)cc1,1.2,3,7,-0.2,-4,-2&-9,2,4,2.0,11
O=C(C=C=Nc1ccccc1)C(=O)N=C=Cc1ccccc1,-0.4,-1,-5,i,-5,-13,2,3,1.1,31
CC(=O)C1=C(C)Nc2cc(C(F)(F)F)ccc2S1,0.1,-7,5,i,0,-15,3,-1,x,22
O=C(Nc1ccc(CN2CCCCC2)cc1)Nc1ccccc1Cl,0.1,-10,-7,-0.2,-1,1,1,-1,1.6,9
Cc1ccc(CNC(=O)c2cc(-c3ccccc3C)nn2CC2CC(c3cccnc3)=NO2)cc1 (stereo not drawn),3.1,15,7,i,-9,-6,x,-5,0.1,x
C[C@]12CC[C@H](O)CC1=CCC1C2CC[C@@]2(C)C1CC[C@@H]2OCc1ccccc1 (stereo partly drawn),-1.2,3,-34,7.1,-1,-4,x,-2,1.4,x
CCn1c2ccccc2c2cc(NC(=O)CNCc3ccccc3OC)ccc21,-1.3,4,6,i,0,-9,2,8,1.1,-15
COC(=O)c1c(CCl)noc1C(=O)NCC1CCCO1 (stereo not drawn),-1.8,6,-1,0.4,-6,-25,-5,2,1.0,28
CCOC(=O)N1CCN(C(=O)c2cn(C)c3ccc(S(=O)(=O)N4CCCC4)cc3c2=O)CC1,0.3,4,1,i,-3,-8,4,0,x,14
COc1cnc(-c2cccc(C(F)(F)F)c2)[nH]c1=O,3.2,12,0,-0.6,-7,-1,3,4,1.6,5
Cc1occc1-c1nnc(SCC(=O)NC2CCC(C)CC2)o1 (stereo not drawn),1.1,9,-1,-0.3,-1,-1,x,-8,0.2,x
CCC(=O)NS(=O)(=O)c1cccnc1Nc1ccccc1Cl,0.4,1,-19,-1.7,7,-1,0,10,x,25
Cc1cccc(C)c1NC(=O)CN1C(=O)NC(C)(CCc2ccccc2)C1=O (stereo not drawn),1.1,-13,1,-0.3,-3,-6,1,3,0.0,-3
N#CCSc1nc2c(c(C3CC=CCC3)c1C#N)CCC2 (stereo not drawn),0.4,25,14,-0.3,u,-23,6,-2,x,-1
OCC[C@H]1C[C@H](O)[C@@H](O)[C@@]2(CCc3ccccc3O2)O1,-0.2,6,1,i,0,-4,x,-5,0.2,x
CC(Sc1nnnn1C)C(=O)Nc1cc(S(=O)(=O)N2CCCCC2)ccc1Cl (stereo not drawn),-0.6,5,-9,i,-12,5,x,-6,1.2,x

A portion of the library. The share of hits here may be higher or lower than overall.
